# Compound activity from PubChem.
# ERK EGF block – inhibitors of EGF-stimulated ERK signaling pathway | HEK293-V1b, EGF-stimulated phospho-ERK AlphaScreen | actives 0.41% (n = 130,000) | Potency, µM (highest dose often 11.5 µM), for inactives: at the highest dose activity change, negative = inhibition, actives largely listed as inhibitors; active means well fitted inhibition curve with a large enough effect; inconclusive means small, poorly fitted or top-dose-only effect, or effect the other way;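 further: plate controls were stimulated vehicle wells for no effect and unstimulated vehicle basal for full effect; nearly all actives have a fitted effect of over 55% in size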
#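 HEK293 cells stably expressing V1b receptor, serum-reduced (1% FBS) overnight, got compound for 30 min at 37C, then 25 nM EGF for 5 min. Lysate phospho-ERK read by AlphaScreen SureFire; AC50 from Hill fits.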
# * = called active by the depositor; ? = inconclusive; & = joins results of further samples; [ ] = remark or other dose. Potency means the concentration at half of the fitted maximal effect. This is a subset, so the mix of outcomes need not match the whole.
ERK EGF block,Molecule
-1%,O=[N+]([O-])c1cnccc1Nc1ccc(F)cc1
1%,Cc1ccc(NC(=O)Cn2nc(C)c([N+](=O)[O-])c2C)cc1Cl
-3%[57.5 µM],CCOc1ccccc1-n1c(=S)sc2c(=O)n(-c3ccc(C)cc3)c(=S)[nH]c21
-1%[57.5 µM],Cc1ccc(NC(=O)Nc2nc3ccccc3s2)cc1NC(=O)Nc1nc2ccccc2s1
-3%,Cc1ccc([N+](=O)[O-])cc1N(CC(=O)N1CCCCC1)S(C)(=O)=O
8%[57.5 µM],CCOC(=O)c1cncc(C#CCOC(=O)Nc2ccc(OC(F)(F)F)cc2)c1
10%,O=C(O)C1C2CCC(O2)C1C(=O)Nc1ccc(O)cc1 (configuration not stated)
-5%,Cc1c(Cl)cccc1NC(=S)N1CCCN(Cc2ccc(F)cc2)C1
16%[57.5 µM],CCCCNC(=O)Nc1ccc(C2SCCS2)cc1
-12%,COc1ccc2o/c(=N/NC(=O)c3cccs3)c(C(N)=O)cc2c1
-4%,O=C(CSCc1ccc(Cl)cc1)N/N=C/c1ccco1
7%,CCOc1ccc(C(=O)Nc2cccc([N+](=O)[O-])c2)cc1Br
?,Oc1ccccc1/C=N/NC(=S)NC1CC2CC1C1C=CCC21 (configuration not stated)
11%,CC(C)OC(=O)/C(C#N)=C/c1c[nH]c2ccccc12
-4%,O=C(O)C(Cc1ccccc1)n1c(=S)[nH]c2ccccc2c1=O (configuration not stated)

# Overlap with the part before: five entries, followed by the next part.
ERK EGF block,Molecule
-4%,O=C(CSCc1ccc(Cl)cc1)N/N=C/c1ccco1
7%,CCOc1ccc(C(=O)Nc2cccc([N+](=O)[O-])c2)cc1Br
?,Oc1ccccc1/C=N/NC(=S)NC1CC2CC1C1C=CCC21 (configuration not stated)
11%,CC(C)OC(=O)/C(C#N)=C/c1c[nH]c2ccccc12
-4%,O=C(O)C(Cc1ccccc1)n1c(=S)[nH]c2ccccc2c1=O (configuration not stated)
-12%,C/C(=N/NC(=O)c1ccc(Br)o1)c1ccncc1
1%,CC(=O)c1sc2nc(CSc3nnnn3-c3ccccc3)[nH]c(=O)c2c1C
-2%[57.5 µM],Cc1ccccc1C(=O)N1CCc2c([nH]c3ccccc23)C1C(F)(F)F (configuration not stated)
10%[57.5 µM],Cc1cc(N2CCN(C(=O)c3ccco3)CC2)c2ccccc2n1
4%,CC(NC(=O)Cc1ccccc1[N+](=O)[O-])c1ccccc1 (configuration not stated)
3%,CN1/C(=C\C(=O)c2cccnc2)C(C)(C)c2ccccc21
22%,CCCn1nc(C(=O)Nc2nnc(CC)s2)c2ccccc2c1=O
-9%[57.5 µM],CCO[C@@H]1OC(C(N)=O)=C[C@H](c2ccc3c(c2)OCO3)[C@H]1CCCO
-1%,Cc1cc(N2CCCC2=O)ccc1S(=O)(=O)NCCOc1ccccc1
4%,O=C(CCC(=O)OCc1ccc(Cl)cc1)Nc1ccccc1
-5%,COc1ccc(C2C(C(=O)/C=C/c3ccco3)=C(O)C(=O)N2CCN2CCOCC2)cc1OC (configuration not stated)
-9%,COC(=O)[C@@]1(Cc2ccc(OC)cc2)[C@H]2c3cc(C(=O)N4CCCC4)n(Cc4ccc(Cl)c(C(F)(F)F)c4)c3C[C@H]2CN1C(=O)c1ccccc1
13%[57.5 µM],CC(Nc1n[nH]c(=O)[nH]c1=O)C(=O)N/N=C/c1ccccc1 (configuration not stated)
0%[57.5 µM],CC12CN3CCN(CC(C3)/C1=N/N=C/c1cccc([N+](=O)[O-])c1)C2
?,CCOC(=O)C1=C(C)N(c2ccc(OCC)cc2)C(=O)/C1=C\c1ccco1
-8%,NC(=O)Cn1nc([N+](=O)[O-])nc1Oc1ccc(Br)cc1
7%[57.5 µM],O=C(Nc1ccc(S(=O)(=O)Nc2ncccn2)cc1)c1cccc(S(=O)(=O)N2CCOCC2)c1
7%,Cn1c2ccccc2n2c(=O)c(=O)n(CC(=O)c3ccc(Cl)cc3)nc12
-5%[57.5 µM],S=C(NC1CCCCC1)N1CCOCC1
3%,CC(=O)Nc1ccc(S(=O)(=O)NNC(=O)c2cccc(Cl)c2)cc1
-4%,CN(C)c1ccc(NC(=O)C2CCCN(S(=O)(=O)c3ccccc3)C2)cc1 (configuration not stated)
-2%[57.5 µM],Cn1ncc2c(Nc3ccccc3Cl)nc(Cl)nc21
-16%,CSc1ccc(C(=O)C2CCCN(C(=O)c3ccsc3)C2)cc1 (configuration not stated)
-1%,CCC(=O)N1CCN(c2ccc(NC(=O)c3ccc(Br)o3)cc2)CC1
7%[57.5 µM],Cc1nc2ccccc2[nH]c1=O
-10%,Cc1[nH]nc(SCC(=O)N2CCOCC2)c1[N+](=O)[O-]
-8%,COC(=O)c1ccc(C(NC(=O)OCc2ccccc2)/C(=C/[C@@H](C)C(=O)NCc2cc(F)cc(F)c2)c2cccnc2)cc1 (some centres not stated)
8%,CCOC(=O)CNc1nc(Cl)nc(NC(C)(C)C)n1
1%,CC(Sc1ccccc1)C(=O)NN=C1CCCCCC1 (configuration not stated)
-2%[57.5 µM],Cc1cc(C)n(CCN(C)C(=O)c2cc(COc3c(F)cccc3F)on2)n1
17%,C[C@]12C=CC(=O)C=C1CCC1C2C(O)C[C@]2(C)C1CC[C@]2(O)C(=O)CO (some centres not stated)
16%,O=C(Cc1noc2ccccc12)Nc1ccccn1
16%,COc1ccc(OCc2ccc(C(=O)N3CCOCC3)cc2)cc1
2%,CNC(=O)COC(=O)/C=C/c1cccs1
-2%,CCOC(=O)C(CCc1ccccc1)NC1CCc2ccccc2N(CC(=O)O)C1=O (configuration not stated)
29%,O=C(CCCC(=O)OCC(Cl)=C(Cl)Cl)Nc1ccccc1
-8%[57.5 µM],CCCN1C(=O)/C(=C/c2c(N3CCNC(=O)C3CC(=O)OC)nc3c(C)cccn3c2=O)SC1=S (configuration not stated)
-1%,CCNC(=O)NC(=O)C(C)OC(=O)CNS(=O)(=O)c1c(Cl)cc(Br)cc1Cl (configuration not stated)
-4%,O=C(N/N=C/c1ccc(O)c(O)c1)c1cccc(S(=O)(=O)N2CCCCC2)c1
1%,COc1ccc(C)cc1NC(=O)C1CCCN(S(=O)(=O)c2cccc3nonc23)C1 (configuration not stated)
-5%,CCn1cc([C@@H]2C[C@H]3CN(Cc4cccc(Cl)c4)C(=O)[C@]34CCCN24)c(C)n1
7%,CCNC(=S)Nc1cccc(F)c1C
-11%,COc1cccc(/C=N/NC(=O)c2ccc(=O)n(C)c2)c1OC
3%,Cc1nc2sc3c(c2c(=O)n1N)CCC3
-2%,NS(=O)(=O)c1ccc(N=Nc2c(O)ccc3ccccc23)cc1
1%,COc1cccc(/C=C(/C(=O)OCC(N)=O)c2ccccc2)c1
-6%[57.5 µM],NC1=NC(=O)/C(=C\c2ccco2)S1
-5%,O=C(NCCCn1ccnc1)/C(=C\c1cccnc1)NC(=O)c1cccc(Br)c1
-18%,Cc1cc(-n2cccn2)ccc1CN1CCN(C2CCCC2)C(CCO)C1 (configuration not stated)
-3%,Fc1ccc(CN2C3=NCCCN3c3ccccc32)cc1
?,COc1cc(/C=N/NC(=O)c2ccncc2)ccc1OC(=O)c1ccccc1Cl
6%,Cc1ccc(OCCc2csc(N)n2)cc1
22%,O=C(COC(=O)c1cccs1)NCCC1=CCCCC1
6%,O=[N+]([O-])c1ccc(N2CCN(S(=O)(=O)c3ccccc3)CC2)cc1NCc1ccco1
5%[57.5 µM],CCOc1ccc(CSCCNC(=S)Nc2ccc(OC)cc2)cc1
14%,Cc1cccc(C2c3[nH]c4ccccc4c3CCN2C(=O)c2cc(-c3cccn3C)n[nH]2)n1 (configuration not stated)
1%,CCCOc1ccc(N2C(=O)CC(N(CCc3ccc(OC)cc3)C(=O)/C=C/C(=O)O)C2=O)cc1 (configuration not stated)
4%[57.5 µM],CCN(CC)C(=O)C(=O)c1cn(CC(=O)N2CCc3ccccc3C2)c2ccccc12
0%[57.5 µM],CC(C)CN1C=C2C(=O)C(C)(OC(=O)CCc3ccccc3)C(=O)C=C2C=C1c1ccc(C#N)cc1 (configuration not stated)
-5%[57.5 µM],Cc1cc(C(=O)N/N=C/c2ccc([N+](=O)[O-])o2)c(C)o1

# Other compounds follow:
ERK EGF block,Molecule
10%,O=C(c1cnccn1)N1CCC2(CCN(Cc3ccccc3)CC2)CC1
-7%,CN(C(=O)COc1ncnc2sccc12)c1ccccc1
-1%,Cc1cccc(OCc2ccc(C(=O)Nc3ccc(F)cc3)cc2)c1
-5%,COc1ccc(NC(=O)c2ccc3c(=O)n(-c4ccc(OC)cc4OC)c(=S)[nH]c3c2)c(OC)c1
-3%[57.5 µM],COc1cc(Cl)c(C)cc1NC(=O)Cn1c(NCCO)nc2ccccc21
1%,Oc1ccc(-c2n[nH]c(=S)n2-c2ccc3c(c2)OCCO3)c(O)c1
24%,Nc1ncn(C2OC(CO)C(O)C2O)c(=O)n1 (configuration not stated)
3%,CCN1C(=O)C(CC(=O)NCCc2ccccc2)N(NC(=O)c2cccnc2)C1=S (configuration not stated)
-9%[57.5 µM],O=C(c1cnn(-c2ccccc2)c1-n1cccc1)N1CCN(C2CCCCC2)CC1
2%,COc1ccc(-n2c(Cc3cccn3C)nnc2SCC(=O)Nc2ccccc2OC)cc1
0%,CCOC(=O)CN(Cc1sccc1C)C(=O)Nc1ccc(OC)cc1OC
22%,COc1ccc(CCN(C)C(=O)c2ccc(S(=O)(=O)NCc3ccco3)cc2)cc1OC
2%[57.5 µM],CCOC(=O)CON1C(=O)C(=O)N(OCC(=O)OCC)[C@H]2CCCC[C@H]21
9%[57.5 µM],Cc1ccc2oc(Nc3nc(C)c(C)c(C)n3)nc2c1
17%,COc1cc(NC(=O)CN2CC(c3ccccc3)CC2=O)cc(OC)c1 (configuration not stated)
4%[57.5 µM],CCn1c2ccccc2c2cc(NC(=O)COC(=O)c3cc(Cl)c(N)cc3OC)ccc21
-11%,Cc1cc(=O)[nH]c(=O)n1Cc1ccccc1
-2%,CCc1cc(-c2onc(C)c2-c2cscn2)c(O)cc1OC
8%&-2%,Cn1c(=O)cc(N)n(Cc2ccccc2)c1=O
19%,COc1ccc(N2CCN(C(=O)CSc3nc4[nH]ncc4c(=O)n3-c3cccc4ccccc34)CC2)cc1
-6%,O=C(NCC1CCCO1)C(c1cccs1)N(Cc1cccs1)C(=O)Cn1nnc(-c2cccs2)n1 (configuration not stated)
8%[57.5 µM],Cn1nc(OCC(=O)O)cc1C(F)(F)F
-9%,COc1ccc2c(=O)cc(-c3ccccc3)oc2c1O
-8%[57.5 µM],Cc1cc(C)nc(/N=C(\NC(=O)C(C)(C)C)Nc2ccccc2)n1
-4%,CN1CCN(CC(=O)Nc2ccc([N+](=O)[O-])cc2Br)CC1
?,Cc1ccc(NC(=O)C2CCN(S(=O)(=O)c3c(C)noc3/C=C/c3ccco3)CC2)nc1
-2%,COC(=O)[C@@]1(C)C=C[C@@H](Cc2ccccc2)N1C
0%,COc1cccc(NC(=O)c2cc([N+](=O)[O-])ccc2NC(=O)CNCC2CCCO2)c1 (configuration not stated)
0%,O=C(c1cccc(C(F)(F)F)c1)c1c[nH]c(C(=O)NCCCN2CCOCC2)c1
-4%,O=C(CN1CCN(Cc2ccc(Cl)cc2)CC1)N/N=C/c1ccncc1
2%,CCOC(=O)N1CCN(C(=S)NC(=O)c2cc(Br)ccc2Cl)CC1
9%[57.5 µM],NC(=NC(=O)c1ccccc1)N1CCN(C(c2ccccc2)c2ccccc2)CC1
-8%[57.5 µM],CSc1nnnn1-c1c(C)cc(C)cc1C
4%,O=C(/C=C/c1ccco1)Nc1cccc(NC(=O)/C=C/c2ccco2)n1
-2%[57.5 µM],Cc1nc(-c2nnc(SCC(=O)Nc3ccc(Cl)cc3)n2C)cs1
14µM*,CCN(CC)c1ccc(/C=N/N2CCN(Cc3ccc(Cl)cc3)CC2)c(O)c1
5%,O=C(N/N=C/c1ccc([N+](=O)[O-])cc1)C(=O)N1CCCC1
?,Cc1nc2ncccn2c1-c1csc(Nc2ccccc2)n1
1%,O=C(CSCC(=O)N1CCCc2ccccc21)Nc1nc(-c2ccccc2)cs1
-1%,O=C(CCC(=O)c1cccs1)Nc1ccc(N2CCCCC2)cc1
-4%,CCC(C)(C)n1nnnc1C(c1ccc(O)cc1)N1CCc2ccccc2C1 (configuration not stated)
-1%[57.5 µM],CCCCCCCc1nc2nc(C)c(Br)c(=O)n2[nH]1
13%,CCOC(=O)c1ccc(S(=O)(=O)NNC(=O)COc2ccccc2C)cc1
0%,O=C(O)c1cc(NS(=O)(=O)c2ccc(N3CCOCC3)c([N+](=O)[O-])c2)cc(C(=O)O)c1
5%,CCOc1ccc(C(=O)NC2CC3CCCC(C2)N3CC(C)C)cc1 (configuration not stated)
3%,Cc1c(Cl)cccc1NC(=S)NCc1ccc2c(c1)OCO2
-4%[57.5 µM],Cc1ccc(C(=O)N/N=C\c2ccc(-c3ccc([N+](=O)[O-])cc3)o2)cn1

# Some values from the results shown.
# Under ERK EGF block, `COC(=O)[C@@]1(C)C=C[C@@H](Cc2ccccc2)N1C` is entered as -2%
# Under ERK EGF block, `Cc1cc(C)nc(/N=C(\NC(=O)C(C)(C)C)Nc2ccccc2)n1` is entered as -8%[57.5 µM]
# Under ERK EGF block, `CCO[C@@H]1OC(C(N)=O)=C[C@H](c2ccc3c(c2)OCO3)[C@H]1CCCO` is entered as -9%[57.5 µM]

# An excerpt of these results, field by field:
O=C(/C=C/c1ccco1)Nc1cccc(NC(=O)/C=C/c2ccco2)n1
  ERK EGF block: 4%

CSc1nnnn1-c1c(C)cc(C)cc1C
  ERK EGF block: -8%[57.5 µM]

O=C(CSCC(=O)N1CCCc2ccccc21)Nc1nc(-c2ccccc2)cs1
  ERK EGF block: 1%
